# NR2E3 ag-1 – inhibitors of NR2E3-RetCOR corepressor binding, primary screen, NR2E3 agonist project, biochemical, TR-FRET, GST-NR2E3, biotin-RetCOR | inhibition of corepressor binding, % at 4.78 µM | AID 2300, 2010 | 1536-well | Photoreceptor-specific nuclear receptor (Homo sapiens), Q9Y5X4 | actives 0.12% (n = 320,000);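 active = percent inhibition above the cutoff of mean plus 3 SD of all tested compounds, set per screening campaign, cut at about 20% in these data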;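 also: 0% = DMSO wells and 100% = biotin wells as full block of FRET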
# Target sequence (Q9Y5X4 whole entry, looked up): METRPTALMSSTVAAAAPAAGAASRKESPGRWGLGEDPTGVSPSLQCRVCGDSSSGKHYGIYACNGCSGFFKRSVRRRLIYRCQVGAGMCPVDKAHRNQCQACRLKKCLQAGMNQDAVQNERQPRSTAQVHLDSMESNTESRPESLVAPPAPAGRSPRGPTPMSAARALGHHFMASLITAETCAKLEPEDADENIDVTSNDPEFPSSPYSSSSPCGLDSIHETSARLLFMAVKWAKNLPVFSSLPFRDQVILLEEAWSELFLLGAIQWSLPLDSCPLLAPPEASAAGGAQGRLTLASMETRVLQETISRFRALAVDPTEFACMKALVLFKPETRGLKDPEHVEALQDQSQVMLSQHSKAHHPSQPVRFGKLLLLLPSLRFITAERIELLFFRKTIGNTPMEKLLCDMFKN
#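 Material – GST-tagged NR2E3 plus biotinylated RetCOR corepressor · Quantity – NR2E3 fusion 1.35 nM · Times – 5 h incubation at 4 °C · Medium – pH 7.5 Tris-based buffer · Technique – TR-FRET, Eu(K)-anti-GST donor, streptavidin-D2 acceptor, ex 340, em 617/671 nm · Benchmarks – high control biotin, low control 0.6% DMSO · Format – 1536-well plates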
# MITF TRPM1 inh – inhibitors of MITF-dependent TRPM1 promoter reporter, primary screen, cell-based, SK-MEL-5, single point, luciferase; SK-MEL-5 TRPM1 promoter luciferase, 24 h; inhibition, % at 12.5 µM; actives 0.83% (n = 330,000); AID 488899, 2010;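 active = mean inhibition across replicates of 60% or more, whatever share of single replicates reaches that level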; also: values of inactives mirror those of a sister screen read the other way
# HIF-2a block – HIF-2a reporter inhibitors, primary screen, luminescence, 786-0 RCC cells | 786-0 RCC cells HIF-2a reporter, luciferase luminescence, overnight | inhibition, % at 18.8 µM | actives 0.72% (n = 360,000);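 active = inhibition of the luminescence signal of 40% or more relative to plate controls, in a single-dose primary screen at 18.75 µM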
# TROY NFkB inh – inhibitors of TROY-driven NF-kB signaling, primary screen, Q293 LMP1-TROYcd cells, NF-kB luciferase, uHTS | inhibition, % at 10 µM | Q293 LMP1-TROYcd NF-kB luciferase reporter, 4 h | actives 0.98% (n = 360,000);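 active = compounds whose plate-normalised and pattern-corrected inhibition of the luciferase reporter signal at the single screening dose is 50% or more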
# Shn3 inh set2 – reduction of Shn3 3'UTR firefly luciferase signal, primary screen, Schnurri-3 inhibitor project, cell-based, Clone20 osteoblasts, set 2. Clone20 osteoblast Shn3 3'UTR firefly luciferase, 24 h. inhibition, % at 12.5 µM. actives 0.52% (n = 360,000). AID 588674, 2011;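 active = mean inhibition of at least 75% with every replicate also reaching 75%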;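 also: 0% = median of neutral control wells and 100% = pilot-screen positive control compound; some compounds past the cut are filed as inactive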
# NR2E3 ag-2 – NR2E3 agonists in two-hybrid cells, primary screen, cell-based, luminescence, CHO-S, Gal4-NCOR/VP16-NR2E3 | luciferase | inhibition of corepressor binding, % at 3.98 µM | actives 0.35% (n = 360,000) | AID 602229, 2012;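 active = inhibition above the mean of all tested compounds plus 3 SD, cut at about 70% in these data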;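 also: 0% = DMSO with NR2E3 transfected cells and 100% = cells lacking NR2E3 construct; higher means lower luciferase signal from less NR2E3 corepressor binding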
# KKLEB tox – cytotoxicity in KKLEB CF airway cells, primary screen, cytotoxicity control for CF NF-kB inhibitor project, cell-based, uHTS, fluorescence assay plates; activity change (cytotoxicity), % at 5 µM; actives 0.36% (n = 360,000); KKLEB CF airway cells viability, ATPlite luminescence, overnight; active compounds read low; cells stimulated with P. aeruginosa culture filtrate; AID 602141, 2011;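 active = corrected activity change at or below -50% at 5 µM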
# TWEAK Fn14 block – inhibitors of TWEAK-Fn14 signaling, primary screen, luciferase reporter cells, uHTS; TWEAK-stimulated Fn14 reporter cells, luciferase luminescence, 8 h; inhibition, % at 10 µM; actives 2% (n = 360,000); AID 1159606, 2016; in the data active = inhibition above about 50%
# TRAIL sens C8 – viability loss with TRAIL in NB7+C8 cells, primary screen, TRAIL sensitizer project, cell-based, ATPlite luminescence; actives 1% (n = 360,000); AID 624354, 2012; inhibition (viability loss, TRAIL sensitization), % at 10 µM;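 active = compounds causing at least 50% loss of cell viability in the single-dose screen, relative to plate controls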
# Peg3 promoter – Peg3 promoter-driven luciferase inhibitors, primary screen, cell-based, HeLa, luciferase luminescence; actives 1.7% (n = 360,000); inhibition, % at 20 µM; HeLa PEG-Prom luciferase reporter, overnight;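 active = inhibition of at least 50% at 20 µM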
# CF NFkB inh – inhibitors of PAF-induced NF-kB signaling, primary screen, cell-based, GFP fluorescence, uHTS; inhibition, % at 5 µM; KKLEB NF-kB-GFP reporter, GFP fluorescence overnight; actives 0.86% (n = 360,000); AID 588850, 2011;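 active = at least 50% inhibition at 5 µM, scaled per plate between neutral and stimulator controls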;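 also: PAF is a Pseudomonas aeruginosa culture filtrate used as stimulus; plate controls were PAF-stimulated DMSO wells for no effect and unstimulated DMSO wells for full effect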
# The depositor's hits bear a star; x = no result given. The list is partial; rates above refer to the full screens.
# Fields – NR2E3 ag-1	MITF TRPM1 inh	HIF-2a block	TROY NFkB inh	Shn3 inh set2	NR2E3 ag-2	KKLEB tox	TWEAK Fn14 block	TRAIL sens C8	Peg3 promoter	CF NFkB inh
> CC(C)CC(=O)Nc1c2c(nn1-c1ccc(F)cc1)CS(=O)C2 (stereo not given)
 : 0	6	10	2	6	12	2	-5	-10	-1	0
> CCC(C)NC(=O)c1cc(OC)c(OC)c(OC)c1 (stereo not given)
 : 5	3	-21	9	10	8	-8	6	-5	11	11
> O=C(CSc1ccccc1F)Nc1ccc(N2CCOCC2)cc1
 : 4	-70	-159	-28	-82	-39	13	-15	-1	-109	-5
> O=C(O)Cn1c(=O)c2c(c3ccccc31)CCC2
 : -1	7	18	-5	8	0	-4	3	7	6	-1
> COc1ccc(CCC(C)N2CCC(Oc3ccc(C(=O)N4CCCC4)cc3)CC2)cc1 (stereo not given)
 : -3	12	13	-3	-1	16	-10	7	10	20	-4
> CCc1ccccc1NC(=O)c1cnc2scc(C)n2c1=O
 : 3	x	-171	-62	-28	-10	19	-40	12	-164	-10
> Cc1ccc(C(C(=O)NC2CCCC2)N(Cc2ccc3c(c2)OCO3)C(=O)Cc2cccs2)cc1 (stereo not given)
 : -1	9	7	1	28	-18	-29	-8	11	12	15
> O=C(/C=C/c1ccccc1F)c1cccc([N+](=O)[O-])c1
 : 5	30	-1	18	-1	-1	1	-3	-2	45	-8
> CCOc1ccccc1NC(=O)COC(=O)COc1cccc2c1OC(C)(C)C2
 : x	x	5	-18	-37	-9	11	8	-5	-3	-16
> Cc1nn(C)c(C)c1Nc1ccc(N2C(=O)C3CC=CCC3C2=O)cc1[N+](=O)[O-] (stereo not given)
 : 1	8	9	12	20	22	-3	16	-7	15	6
> CCCNC(=O)N1CCC(Cc2ccccc2)CC1
 : 2	-21	-31	-14	-27	-17	4	-7	-5	-9	-26
> COc1ccc2oc(C(=O)OCC(=O)N(C)C3CCS(=O)(=O)C3)c(C)c2c1 (stereo not given)
 : -3	4	-2	-13	0	-3	-5	-19	-7	4	6
> Cc1cc(N2CCN(C(=O)c3ccco3)CC2)n2nc(-c3cccc(F)c3)cc2n1
 : 0	2	-19	-5	14	-15	6	22	8	-7	-40
> COCCCn1cc(CN2CC(N(C)C)CS2(=O)=O)nn1 (stereo not given)
 : x	x	11	-5	x	20	x	21	3	x	x
> COc1ccc(C(=O)NCC(C)(c2ccccc2)c2ccccc2)cc1S(=O)(=O)N1CCOCC1
 : x	7	9	-6	14	13	18	-2	-3	15	-33
> CCc1nnc2c(N(C)S(=O)(=O)c3ccc(C)cc3)nc3ccccc3n12
 : -2	-6	8	-24	-4	-24	-4	-3	-1	-4	-9
> c1cncc(-c2ccc3[nH]ccc3c2)c1
 : 3	-45	-151	-30	-26	-57	2	-32	1	-163	10
> COc1cc2c(cc1NC(=O)/C=C/c1cc(OC)c(OC)c(OC)c1)oc1ccccc12
 : 5	1	12	-9	18	-22	4	30	0	29	8
> CN1CCN(C(=O)c2ccccc2NC(=O)c2ccccc2)CC1
 : x	-7	10	5	8	-5	5	-2	-18	2	-6
> Cc1cccnc1NC(=O)CCCN1C(=O)c2ccccc2C1=O
 : 4	-1	10	-14	4	-6	10	-29	-9	10	-1
> CC(=O)Nc1ccc(NC(=O)C2CCCN2S(=O)(=O)c2cccc3nsnc23)cc1 (stereo not given)
 : -1	12	17	-6	-3	-15	4	5	-3	5	5
> N/C(=N\O)c1ccc(NC(=O)c2ccc(Br)o2)cc1
 : 0	-30	-147	-37	-25	-24	-1	-11	13	-133	3
> COc1ccc(C2/C=C\CN(C(=O)C3CC3)CC(=O)N2Cc2ccc(F)cc2)cc1 (stereo not given)
 : 0	4	8	1	13	-8	8	6	-5	0	-17
> CCn1ccnc1CN(C)C(=O)c1cc(COc2ccccc2SC)on1
 : 0	-82	-216	-29	-34	-136	-3	-36	8	-209	21
> O=c1[nH]c(/C=C/c2ccc(Cl)cc2Cl)c([N+](=O)[O-])c(=O)[nH]1
 : 0	6	18	17	4	11	20	6	-22	-12	-15
> O=C(O)CCCn1cc(NC(=O)COc2ccc([N+](=O)[O-])cc2)cn1
 : 3	7	9	-6	-31	-3	-1	12	-5	2	-33
> COc1ccc(/C=C/C(=O)OCC(=O)NCCC2=CCCCC2)cc1
 : 2	4	14	-3	-18	-5	6	-13	-1	4	17
> O=C1NC[C@@H](Cc2ccc(O)cc2)N(CCc2cccc3ccccc23)C1=O
 : 0	0	13	-2	56	12	-3	-18	-16	8	-11
> O=C(Nc1ccccn1)C12CC3CC(C1)CC(C(=O)Nc1ccccn1)(C3)C2
 : 4	-5	4	13	9	8	2	9	10	0	-5
> COc1cccc(NC(=O)CN(C)C(=O)c2cc(-c3ccccc3)nn2-c2ccccc2)c1
 : x	-8	13	4	6	27	-4	-21	-12	6	-18
> O=C(Nc1nnc([C@@H]2O[C@H](CO)[C@@H](O)[C@H]2O)s1)Nc1ccccc1C(F)(F)F
 : x	x	11	9	-7	-38	4	-4	-4	0	-4
> O=C1CCNc2c(Cl)cccc21
 : 0	9	19	-4	24	-18	5	1	-2	6	-15
> COc1ccc(C(CNC(=O)C(=O)Nc2ccc3c(c2)OCO3)N2CCN(C)CC2)cc1 (stereo not given)
 : -2	-8	13	5	-24	-7	-10	-10	13	1	9
> CCC(C)NC(=S)Nc1ccc2nc(N3CCN(CC)CC3)cc(C)c2c1 (stereo not given)
 : 1	-6	-19	16	7	-12	-9	-24	9	-2	4
> CCOC(=O)c1cc2c(=O)[nH]ccc2nc1C(F)(F)F
 : 6	-9	17	-40	-9	-23	1	6	0	-15	9
> CCOC(=O)c1c(NC(=O)CCC(=O)O)sc2c1CC(C)(C)OC2
 : 6	1	10	6	4	-13	2	-10	0	5	18
> COc1cccc(NC(=O)CSc2nncn2-c2ccccn2)c1
 : -1	11	17	-19	3	0	-5	1	-9	4	16
> O=C(O)c1ccc2c(c1)-c1nc3ccccc3n1C2=O
 : 3	15	9	4	12	-16	10	-4	-1	4	-9
> CCC1=Nc2cc(C(=O)NCCN3CCCC3)ccc2Sc2ccc(C)cc21
 : -1	-15	18	21	12	-15	4	-25	16	31	0
> Cc1ccc(NC(=O)CN2c3cccc4cccc(c34)S2(=O)=O)cc1
 : x	2	9	-6	2	-4	14	-4	-12	5	-10

# As entered above.
# Result for O=C(CSc1ccccc1F)Nc1ccc(N2CCOCC2)cc1 in KKLEB tox: 13
# Result for CCOc1ccccc1NC(=O)COC(=O)COc1cccc2c1OC(C)(C)C2 in TRAIL sens C8: -5

# The results go on:
# Fields – NR2E3 ag-1	MITF TRPM1 inh	HIF-2a block	TROY NFkB inh	Shn3 inh set2	NR2E3 ag-2	KKLEB tox	TWEAK Fn14 block	TRAIL sens C8	Peg3 promoter	CF NFkB inh
> CCn1c(=O)c2c(nc3n2CC(C)CN3CCc2ccccc2)n(C)c1=O (stereo not given)
 : 1	-9	9	-7	-3	-10	9	14	27	8	-14
> Cc1ccc(S(C)(=O)=O)cc1C(=O)Nc1cccc(S(=O)(=O)N2CCCCCC2)c1
 : -1	19	27	13	17	14	0	8	26	32	14
> O=C(/C=C/c1cccs1)c1ccc(N2CCOCC2)cc1
 : -1	-22	-181	75*	-16	-122	-46	89*	76*	-3	13
> Cc1ccc(C)c(-n2c(CNC(=O)c3ccco3)nnc2SCC(=O)N2CCc3ccccc32)c1
 : 0	-10	12	-2	-16	-33	-2	8	6	14	12
> Cn1cc(CN2CCC(Oc3ccc(C(=O)N4CCCCC4)cc3)CC2)cn1
 : 4	-8	1	8	-6	10	1	-16	-12	-8	-7
> O=C(CN1CCC(C(=O)c2cccc(F)c2)CC1)NCc1cccs1
 : -3	10	14	2	-24	-1	2	8	-1	9	8
> O=C(N/N=C/c1ccc([N+](=O)[O-])o1)c1cc(-c2cccc(Br)c2)nc2ccccc12
 : 3	59	-78	-17	5	-57	1	-22	27	-65	-34
> CC(NC(=O)c1cccc(S(=O)(=O)N2CCc3ccccc3C2)c1)c1ccco1 (stereo not given)
 : 5	1	-12	8	8	2	0	-1	8	12	-20
> COc1ccccc1NC(=O)CSc1nc2ccccc2cc1Cc1ccccc1
 : 5	-8	5	1	14	-23	-3	4	5	25	11
> CCC1(c2ccccc2)NC(=O)N(CC(=O)Nc2cc(Cl)ccc2N2CCOCC2)C1=O (stereo not given)
 : 2	0	9	8	-10	20	9	11	-4	-3	16
> O=C(NC1CCCCC1)c1sc(N2CCOCC2)nc1-c1ccccc1
 : 0	-6	13	8	-1	-10	0	-4	-5	-1	5
> O=C(N/N=C/c1cccc(F)c1)NC1CCCCC1
 : -1	-27	-118	-55	-10	-19	1	-27	-1	-101	10
> COc1cc(CC(NC(C)=O)C(=O)NC2CCN(S(=O)(=O)c3ccc(NC(C)=O)cc3)CC2)cc(OC)c1 (stereo not given)
 : 3	15	1	-13	0	10	-2	11	-8	7	-11
> COc1ccc(OC)c(NC(=O)COC(=O)/C=C/c2ccco2)c1
 : x	2	-7	-6	12	4	10	-22	10	-12	-9
> CCN(CC)Cc1c(C(=O)N/N=C/c2cccc(OCc3ccc(F)cc3)c2)nnn1-c1nonc1N
 : 0	5	-65	28	-45	-38	-5	-18	-5	-39	-40
> OCCN1CCN(CC(O)C(F)(F)F)CC1 (stereo not given)
 : 2	5	16	16	-8	-1	4	5	4	9	3
> COc1ccccc1NC(=S)NC(=O)c1ccc(-c2ccc(Cl)cc2)o1
 : 5	-3	-35	-28	14	-6	-6	-7	-13	-29	-19
> COc1ccc(N(CC(=O)Nc2cc(OC)ccc2OC)S(C)(=O)=O)cc1
 : -1	3	10	-1	5	-9	-2	-4	-4	11	12
> CC(C)CCNC(=O)C1CC(c2ccccc2[N+](=O)[O-])=NO1 (stereo not given)
 : -1	4	-38	-23	-13	-5	-4	2	1	-24	5
> COc1ccc(S(=O)(=O)Nc2cccc(N(C)S(C)(=O)=O)c2)cc1C
 : -1	13	-1	7	29	-4	1	8	-2	6	5
> O=C(COc1ccc(S(=O)(=O)N2CCCC2)cc1)Nc1ccc2c(c1)OCCO2
 : -3	7	-88	-41	7	-17	-2	-7	-1	-77	9
> CCOc1nc(Nc2ccc(OC)c(Cl)c2)nc(N2CCN(c3ccc(OC)cc3)CC2)n1
 : 4	-2	8	15	55	-18	-21	14	14	14	10
